High-throughput results from PubChem.
KDM5B inhibitor – blocks human KDM5B histone demethylase activity; 220,000 tested, 2.6% active; Q9UGL1; KDM5B demethylase, FDH-coupled NADH fluorescence (FDH is formaldehyde dehydrogenase); Potency, µM (series often up to 57.7 µM), for the others: at the highest dose activity change, negative = inhibition, usual class: inhibitors; active means well fitted inhibition curve with a large enough effect; inconclusive means small, poorly fitted or top-dose-only effect; inactive means no such curve, though single readings can be large or run the other way; further: 0% is about no effect; nearly all actives have a fitted effect of over 70% in size
Target sequence (Q9UGL1 whole entry, looked up): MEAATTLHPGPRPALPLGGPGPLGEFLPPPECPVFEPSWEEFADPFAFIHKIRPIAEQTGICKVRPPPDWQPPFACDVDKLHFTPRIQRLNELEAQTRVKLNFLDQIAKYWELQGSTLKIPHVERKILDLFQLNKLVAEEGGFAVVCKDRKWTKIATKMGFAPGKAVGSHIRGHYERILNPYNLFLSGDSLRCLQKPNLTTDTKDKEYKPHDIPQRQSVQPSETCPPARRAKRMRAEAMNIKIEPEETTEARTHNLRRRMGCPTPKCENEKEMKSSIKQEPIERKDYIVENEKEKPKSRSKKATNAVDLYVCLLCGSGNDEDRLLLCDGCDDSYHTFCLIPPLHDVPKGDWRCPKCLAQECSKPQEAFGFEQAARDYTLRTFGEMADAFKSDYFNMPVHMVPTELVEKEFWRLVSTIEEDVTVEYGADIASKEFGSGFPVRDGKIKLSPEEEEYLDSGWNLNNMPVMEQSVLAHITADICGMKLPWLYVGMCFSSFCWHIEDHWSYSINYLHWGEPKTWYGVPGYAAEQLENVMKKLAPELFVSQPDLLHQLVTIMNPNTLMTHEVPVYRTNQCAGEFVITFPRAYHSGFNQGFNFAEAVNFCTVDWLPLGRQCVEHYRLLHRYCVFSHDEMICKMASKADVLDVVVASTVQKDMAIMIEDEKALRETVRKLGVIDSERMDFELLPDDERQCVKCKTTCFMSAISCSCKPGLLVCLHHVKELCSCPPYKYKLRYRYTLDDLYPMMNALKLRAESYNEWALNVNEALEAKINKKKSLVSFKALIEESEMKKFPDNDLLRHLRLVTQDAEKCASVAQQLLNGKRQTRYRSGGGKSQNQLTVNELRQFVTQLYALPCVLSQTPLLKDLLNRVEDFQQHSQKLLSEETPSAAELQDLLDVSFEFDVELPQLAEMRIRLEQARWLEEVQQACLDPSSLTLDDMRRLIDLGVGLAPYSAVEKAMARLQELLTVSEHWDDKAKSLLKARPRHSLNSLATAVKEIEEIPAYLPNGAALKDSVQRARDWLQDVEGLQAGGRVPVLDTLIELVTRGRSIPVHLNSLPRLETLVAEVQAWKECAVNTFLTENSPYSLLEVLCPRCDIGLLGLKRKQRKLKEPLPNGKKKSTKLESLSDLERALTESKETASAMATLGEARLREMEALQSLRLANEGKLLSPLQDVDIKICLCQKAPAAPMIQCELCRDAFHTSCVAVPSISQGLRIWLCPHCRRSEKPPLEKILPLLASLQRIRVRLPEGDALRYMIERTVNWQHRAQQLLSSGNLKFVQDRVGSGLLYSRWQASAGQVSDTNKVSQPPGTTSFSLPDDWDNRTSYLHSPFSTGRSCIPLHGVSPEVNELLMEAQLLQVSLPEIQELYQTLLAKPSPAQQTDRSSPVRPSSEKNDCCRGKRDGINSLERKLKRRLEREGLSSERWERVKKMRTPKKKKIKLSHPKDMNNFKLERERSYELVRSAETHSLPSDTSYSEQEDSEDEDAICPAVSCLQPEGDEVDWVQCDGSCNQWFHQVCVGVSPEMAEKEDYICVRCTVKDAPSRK
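Here, H3K4me3 peptide (12.5 µM in substrate mix) is demethylated by KDM5BΔAP, 200 nM final, after 10 min compound exposure. Formaldehyde product is coupled through FDH (0.25 U/mL in mix) to NADH fluorescence; 30-min ΔRFU feeds dose-response curves.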
* = called active by the depositor; ? = inconclusive; & = joins results of further samples; [ ] = another dose, or the depositor's remark. Potency means the concentration at half of the fitted maximal effect. These rows are one share of the data (hit frequency here may not be typical).

Molecule	KDM5B inhibitor
Cc1ccc(NC(=O)c2oc3ccc(S(=O)(=O)N(C)C4CCCCC4)cc3c2C)cc1Cl	-9%
Cc1ccc(S(=O)(=O)N2CCCC(CCC(=O)N3CCCCC3)C2)cc1 (stereo not drawn)	21%
O=C(NC1CC1)c1cccc(NC(=O)c2cnn(-c3ccccc3)n2)c1	-5%
CCCc1ccc(C(=O)COC(=O)c2cccc(S(C)(=O)=O)c2)cc1	-2%
CC1(C)N([O-])c2cc([N+](=O)[O-])ccc2[N+]1=O	-6%
CC(=O)NCCCC(=O)N1CCOC2(CCN(C(=O)c3c(C)noc3C)CC2)C1	4%[115 µM]
NC(=O)c1cc(S(=O)(=O)N2CCCCC2)cs1	-31%
Cn1c(=O)c2c(nc(Cl)n2CC(=O)N(C2CCCCC2)C2CCS(=O)(=O)C2)n(C)c1=O (stereo not drawn)	23%
CC(C)N1CCN(CCN2CC3(CCN(C(=O)CCN)CC3)OC2=O)CC1	?
Cc1n[nH]c(C)c1CCC(=O)NC1CCCc2c1[nH]c1c(Cl)cccc21 (stereo not drawn)	-1%
OCC1(Cc2ccccc2C(F)(F)F)CCNCC1	-14%
Cc1nc(SCc2ccccc2)[nH]c(=O)c1CCC(=O)N1CCCCC1	16%

(continued)
Molecule	KDM5B inhibitor
CCN(CCN(C)C)C(=O)C1CCN(S(=O)(=O)c2c(C)noc2/C=C/c2ccccc2F)CC1	-1%&-18%
CN(CC1CCOC1)C(=O)c1ccccc1Br (stereo not drawn)	8%
CCCC(C)NC(=O)CSc1nnc(Nc2ccc(CC)cc2)s1 (stereo not drawn)	4%
O=c1[nH]c(/C=C/c2ccc(Br)cc2)nc2ccccc12	91%[activator]
CC1N=C2c3ccccc3N=C(SCC(=O)NCCc3ccc(Cl)cc3)N2C1=O (stereo not drawn)	?
Cc1ccc(NC(=O)CC23CC4CC(CC(C4)C2)C3)cc1	28%
COc1ccc(/C=C/C(=O)CC(=O)c2cc(Cl)ccc2O)cc1	2%
O=C(N[C@@H]1CCN(C(=O)CSc2ccccn2)C[C@H]1O)c1ccncc1	-12%
C=CCN(CC(=O)NC(=O)NC)Cc1cccs1	-1%
CCNC(=O)c1cccnc1OC1CCN(C(=O)c2cc(C)cc(C)c2)C1 (stereo not drawn)	39%[activator]
O=C(NNC(=O)C1CC=CCC1)c1cccc(Cl)c1 (stereo not drawn)	20%
CCN(c1ccccc1)S(=O)(=O)c1cccc(C(=O)OC2CCCCC2=O)c1 (stereo not drawn)	5%

A second format for four compounds above.
O=c1[nH]c(/C=C/c2ccc(Br)cc2)nc2ccccc12
  KDM5B inhibitor: 91%[activator]
CCN(CCN(C)C)C(=O)C1CCN(S(=O)(=O)c2c(C)noc2/C=C/c2ccccc2F)CC1
  KDM5B inhibitor: -1%&-18%
O=C(N[C@@H]1CCN(C(=O)CSc2ccccn2)C[C@H]1O)c1ccncc1
  KDM5B inhibitor: -12%
CN(CC1CCOC1)C(=O)c1ccccc1Br (stereo not drawn)
  KDM5B inhibitor: 8%

Next section:
Molecule	KDM5B inhibitor
CCN(c1ccccc1)S(=O)(=O)c1cc(C(=O)Nc2ccc3oc(C)nc3c2)ccc1C	14%
CC(c1ccc(S(C)(=O)=O)cc1)N(C)C(=O)CCc1ncc(-c2ccccc2Cl)o1 (stereo not drawn)	-12%
COc1ccc2nc(C)c(C(=O)Nc3cc(C)ccn3)cc2c1	?
O=C(c1ccc2c(c1)OCO2)N1CCC2(CC1)N=C(c1ccc(Br)cc1)NO2	-29%
O=C(CC1CCCCC1)Nc1ccc(-c2nnc3n2CCCC3)cc1	3%
Cc1ccc(NC(=O)CSc2ncc(-c3ccc(F)cc3)o2)cc1Cl	5%
CCCN1CCN(c2nnc(-n3cccc3CN3CCN(C4CCCCC4)CC3)s2)CC1	11%
O=C(N/N=C\c1cc2c(cc1Cl)OCO2)c1cccnc1	-12%
CC(=O)NC1(C)CCN(Cc2cccc(Nc3cccc(Cl)c3)c2)C1 (stereo not drawn)	?
O=C(Nc1cccc(F)c1)c1ccc2c(c1)OCCO2	26%
Cc1ccc(/C=C/S(=O)(=O)NCC(=O)OCC(=O)NCc2ccccc2)cc1	-5%
Cc1nn(CC(=O)NC(C)c2ccccc2)c(=O)c2nc(C(C)C)sc12 (stereo not drawn)	-4%

The listing continues:
Molecule	KDM5B inhibitor
CCCCNC(=S)NC1CCCCC1	23%
C=CCc1ccccc1OCCN(C)Cc1ccc(S(C)(=O)=O)cc1	-13%
COCCn1c(C)cc(/C=C2/SC(=O)N(C(C)C(=O)OC)C2=O)c1C (stereo not drawn)	-22%
Cc1cccc(C(=O)N2CCN(c3cc(C(F)(F)F)ncn3)CC2)c1	-10%
CSC[C@H](NC(=O)COc1cc2c(c3oc(=O)c(C)c(C)c13)CCC(C)(C)O2)C(=O)O	?
O=C(c1cnccn1)N1CCC[C@H](n2c(=O)n(CC3CC3)c3cccnc32)C1	-4%
Cn1c(=O)c2c(nc(NCCc3ccc(F)cc3)n2Cc2ccccc2Cl)n(C)c1=O	-8%
Cc1ccc(CNC(=O)c2nn(C)c3c2CS(=O)(=O)c2ccccc2-3)cc1	-12%
CCn1nccc1C(=O)N1[C@@H]2CC[C@H]1CC(NC(=O)c1ccncc1)C2 (stereo partly drawn)	-8%
COc1ccc(C2=NOC3(CC(=O)N(c4ccc(F)cc4)C3=O)C2)cc1 (stereo not drawn)	-24%
COc1ccc(CNC2CCCC2)c2ccccc12	?
CCCC(C)N1CC2(CCN(C(=O)c3cnc(C)cn3)CC2)OC1=O (stereo not drawn)	-2%

(further entries)
SMILES | KDM5B inhibitor
COc1cc(NC(=O)CCn2c(-c3ccccc3)cc(C(C)=O)c2C)cc(OC)c1 | ?
O=C(COc1ccccc1)N1CC(Oc2ccc(-c3noc(C4CCOCC4)n3)cc2)C1 | -2%
COc1cc(CC(=O)NC2CCCC2)cc(OC)c1OC | 3%
CCCCCCc1cc2c3c(c(=O)oc2cc1OCC(=O)C(C)(C)C)CCC3 | 23%
COc1ccc(/C=C/C(=O)c2ccc(C(=O)O)s2)c(OC)c1 | 2%
c1ccc2c(N3CCCCCC3)nc(-c3ccncc3)nc2c1 | 19%
COc1ccc(-c2csc(NC(=S)NC(=O)c3cccs3)n2)cc1Br | 32%
O=C(CC12CC3CC(CC(C3)C1)C2)Nc1ccccc1C(=O)c1ccccc1 | 7%
Cc1cc2nc3n(c(=O)c2n1CC(=O)Nc1ccc(Cl)cc1F)CCCCC3 | 24%
O=C(CSc1nc2ccccc2nc1Cc1ccc(Cl)cc1)N1CCCc2ccccc21 | 6%
Cc1ccc(CNS(=O)(=O)c2ccc3c(c2)CC(C)N3C(=O)C2CCC2)cc1 (stereo not drawn) | -5%
O=C(N[C@@H]1CCOC[C@H]1Oc1cccc(F)c1)c1cnc2c(c1)CCC2 | -30%
O=C1CC(c2ccccc2)N(S(=O)(=O)c2cccc(F)c2)CCCCCCN1 (stereo not drawn) | -8%
CCn1c(SCc2cc3c(cc2Br)OCO3)nc2cc(S(N)(=O)=O)ccc21 | -6%
CCCCCOC(=O)CSc1nc2c(c(=O)[nH]c(=O)n2C)n1Cc1ccc(C)cc1 | -8%
O=S(=O)(c1cc(Cl)ccc1Cl)N1CCCC1c1nnc2ccccn12 (stereo not drawn) | 0%
Cc1cc(=O)n2nc(N3CCC(C(=O)Nc4ccc(Br)cc4F)CC3)sc2n1 | -8%
Cc1nc(C)c(C(=O)NC2CCN(C(=O)N3CC4CC(C3)[C@H]3CCCC(=O)N3C4)CC2)s1 (stereo partly drawn) | -11%
Cn1c(CCNC(=O)CC2CCOCC2)nc2ccccc21 | -10%
O=C(NCCC1CCN(C(=O)Nc2ccc(F)cc2F)CC1)c1cccs1 | 30%

More structures:
SMILES | KDM5B inhibitor
O=C(c1ccccc1)N1CCn2c(nnc2C2CCNCC2)C1 | ?
CCOC(=O)c1cccc(NC(=O)CCNS(=O)(=O)c2cccc3nonc23)c1 | -3%
Cn1c(=O)oc2cc(S(=O)(=O)NC(Cc3ccccc3)C(=O)NCc3ccccc3Cl)ccc21 (stereo not drawn) | -4%
Cc1ccc(C(=O)NC(C)C)c(Cl)c1 | 24%
O=C1NC2(CCN(Cc3ccccc3C(F)(F)F)CC2)COc2ccccc21 | -6%
CCCNC(=O)N1CCC(n2c(C)cnc2C2CCOCC2)CC1 | 7%
CCCC(=O)NCc1nc2ccccc2n1CC(=O)c1ccccc1 | 45%[activator]
Cn1cnc2c1c(=O)n(Cc1ccc(Br)cc1)c(=O)n2C | -3%
Cc1cc(C2CCCN2C(=O)c2ccnn2C)on1 (stereo not drawn) | -6%
Cc1ccc2c(c1)Oc1cc(Cl)c(S(=O)(=O)N(C)Cc3ccccc3)cc1C(=O)N2 | -7%
COc1ccc(Br)cc1CNC(=O)c1ccc2c(c1)nc1n2CCCCC1 | 2%
CC(Oc1ccc(Cl)cc1)C(=O)N1CCN(c2nccs2)CC1 (stereo not drawn) | 22%
CCCN(CCC)CCNC(=O)c1cc2c(=O)oc3ccc(C)cc3c2s1 | ?
Cc1cnc(NC(=O)c2nc(C)n(-c3ccc(Cl)cc3)n2)s1 | 6%
COc1ccccc1NC(=O)CSc1sc2c(O)cc(=O)[nH]c2c1C#N | ?
CCOC(=O)c1cnn(-c2ccc(C(=O)Nc3ccc(OC(F)(F)F)cc3)cc2)c1N | -16%
COC(=O)c1ccc2oc(=O)c(S(=O)(=O)c3ccc(C)cc3)cc2c1 | ?
CCOC(=O)c1c(C)c(-c2ccccc2)n(CC(=O)Nc2cc(OC)ccc2OC)c1C | 2%
CC(=O)N1CCC(N2C[C@H](O)C[C@H]2c2nc(-c3ccc(C(F)(F)F)cc3)no2)CC1 | -27%[86.2 µM]
Cc1nn(C)c(C)c1CCN(C)C(=O)c1ccc(N2CC3CC(C2)[C@H]2CCCC(=O)N2C3)nc1 (stereo partly drawn) | ?

Six compounds picked at random from the list so far:
SMILES | KDM5B inhibitor
CCN(c1ccccc1)S(=O)(=O)c1cc(C(=O)Nc2ccc3oc(C)nc3c2)ccc1C | 14%
CCCc1ccc(C(=O)COC(=O)c2cccc(S(C)(=O)=O)c2)cc1 | -2%
Cc1nn(C)c(C)c1CCN(C)C(=O)c1ccc(N2CC3CC(C2)[C@H]2CCCC(=O)N2C3)nc1 (stereo partly drawn) | ?
COc1ccc(Br)cc1CNC(=O)c1ccc2c(c1)nc1n2CCCCC1 | 2%
O=C(Nc1cccc(F)c1)c1ccc2c(c1)OCCO2 | 26%
Cn1c(CCNC(=O)CC2CCOCC2)nc2ccccc21 | -10%

Later entries
SMILES | KDM5B inhibitor
CCOC(=O)C1=C(C)N=C2SC=C(CC(=O)N3CCCCC3)N2C1c1cccc(OC)c1 (stereo not drawn) | ?
Cc1ccccc1NS(=O)(=O)c1cnc(N)nc1 | 8%
Cc1sc2nc(SCCN(C)C)n(-c3ccccc3)c(=O)c2c1-c1ccc(F)cc1 | -12%
COc1ccc(-c2cc(C(=O)OCC(=O)c3cccc(OC)c3)c3cccc(Cl)c3n2)cc1 | ?
Cc1ccnc(NC(c2cc(C)ccc2O)c2ccc3cccnc3c2O)c1 (stereo not drawn) | ?
Cc1cccc(NC(NC(=O)c2cccc(C)c2)C(Cl)(Cl)Cl)c1 (stereo not drawn) | 12%
O=C(NCCCN1CCN(c2ccc(F)cc2)CC1)Nc1ccc(Cl)cc1 | -17%
CCn1nc(-c2ccccc2CN2CCOCC2)nc1N(C)C | -14%
N#CCCSc1nnc(-c2c[nH]c3ccccc23)n1C1CC1 | -9%
COc1ccc(OCC2(C)COc3ccc(C(=O)NC4CCOCC4)cc3N2)cc1 (stereo not drawn) | 25µM*
CCCCNc1ccc(-c2nc(-c3ccncc3)no2)cc1[N+](=O)[O-] | -18%
CC(C)Cc1ccc(C(C)NC(=S)NC2CC2)cc1 (stereo not drawn) | 12%
Cc1cccc(CNC(=O)C2CCN(c3nn4cc(-c5ccc(F)cc5)nc4s3)CC2)c1 | 5%
Cc1ccc(-c2nnn(Cc3csc(-c4ccccc4Cl)n3)n2)cc1 | 6%
COc1ccc(C(=O)NCc2csc(-c3cccs3)n2)cc1 | ?
Cc1nc2sccn2c1-c1csc(Nc2ccccc2Cl)n1 | -19%
CS(=O)(=O)c1ccccc1NC(=O)COc1ccccc1C(=O)Nc1ccccc1 | -2%
Cn1cc(CN2CCCC(COc3ccccc3C(=O)N3CCCC3)C2)c2ccccc21 (stereo not drawn) | 23%
CN=c1scc(-c2[nH]c(C)c(C(=O)OC)c2C)n1C | -6%
Cc1noc(-c2ccc(OC3CN(S(=O)(=O)c4c(C)nn(C)c4C)C3)cc2)n1 | 10%

Other structures follow.
SMILES | KDM5B inhibitor
CCOc1ccc(Nc2cc(C)nc3nc(Cc4ccc(Cl)cc4)nn23)cc1 | -6%
O=C(NCc1ccc2c(c1)OCO2)c1nc(-c2ccc(Cl)cc2)c2cnccn12 | 28µM*
O=C(NC1CCCCC1)N1CCc2nn(CC3CC3)c(=O)n2CC1 | -6%
Cc1ccc(NC(=O)Cn2c(N(C)Cc3ccccc3)nc(C)cc2=O)c(Cl)c1 | -32%
Cc1nc2ccccc2nc1COC(=O)c1cnc2ccccc2n1 | -19%
Cc1cc(N2CCN(Cc3ccccc3)CC(O)C2)nc(N)n1 (stereo not drawn) | 3%
COc1ccc(-c2cc(N3CCC(NC(=O)c4cc(Cl)ccc4F)C3)n[nH]2)cc1 (stereo not drawn) | ?
COC(=O)c1ccc(NC(=O)CC2Sc3ccccc3NC2=O)cc1 (stereo not drawn) | -8%
CCN(CC)CCCNC(=O)c1csc(Nc2ccc(C)cc2)n1 | 2%
